Assay outcomes as filed in PubChem.
TRPC6 act = activators of mouse TRPC6 channel | Q61143 | 310,000 compounds, 0.13% hits | B-score at 10 µM | HEK293-TRPC6 membrane potential dye fluorescence; active compounds read high | AID 2550;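 active = B-score of the integrated fluorescence ratio above library mean plus 3 SD, and starting fluorescence ratio within library mean plus 5 SD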;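 also: higher score means more depolarization so channel activation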
TRPC6 inhibitor = mouse TRPC6 channel inhibition; 310,000 compounds, 1.1% hits; B-score at 10 µM; Q61143; HEK293-TRPC6, membrane potential dye, ACh-evoked depolarization; active compounds read low;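 active = B-score under library mean minus 3 SD, initial fluorescence not abnormally high, positive integrated signal ratio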;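 also: B-score derived from integrated fluorescence ratio over the kinetic read; more negative B-score means stronger inhibition of depolarization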
TRPC4 PAM = allosteric potentiators of mouse TRPC4 channel; HEK293 TRPC4beta/mu-opioid, DAMGO EC20, Fluo-4 Ca2+ flux; active compounds read high; 310,000 compounds, 0.42% hits; B-score at 10 µM; Q9QUQ5; AID 2227;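 active = B-score of calcium response area above 5 SD of library B-scores, with initial fluorescence ratio within 5 SD of library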;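 also: B-score of integrated fluorescence ratio over time as area under calcium response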
SKKanGAS inh = blocks kanamycin growth of S. pyogenes SKKanGAS strain. inhibition, % at 7.5 µM. BacTiter-Glo, 6 h. 300,000 compounds, 1.3% hits;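 active = mean replicate score, as percent of positive control median, at least 50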;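 also: strain carries kanamycin resistance gene driven by streptokinase promoter and grows in 40 µg/ml kanamycin; loss of luminescence reflects streptokinase promoter inhibition or plain growth inhibition; 0% = median of DMSO wells and 100% = positive control at its reference dose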
TRPC4 act = opens the mouse TRPC4 cation channel; HEK293 TRPC4beta/mu-opioid, Fluo4 calcium fluorescence; active compounds read high; B-score at 10 µM; 310,000 compounds, 0.49% hits;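 active = B-score above 5 SD of library B-scores, and initial fluorescence ratio not above library mean plus 5 SD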;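 also: positive B-score marks a calcium rise read as TRPC4 activation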
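Assay system: HEK293 cells stably co-expressing mouse TRPC4beta and mu-opioid receptor / Timing: Fluo4 dye loading 45 min at room temperature, 110 s recording / Signal: Fluo4 calcium-sensitive dye fluorescence, kinetic, 1 Hz baseline / Read-out: integrated baseline-normalised fluorescence ratio, converted to per-well B score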
MrgX1 allo act = human MrgX1 positive allosteric modulation, primary screen. 310,000 compounds, 0.63% hits. MrgX1-HEK293, Fluo-4 calcium flux, FDSS; active compounds read high. B-score at 10 µM. Q96LB2. AID 588675;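 active = plate-corrected calcium response at least 3 library SD above typical, normal starting fluorescence, not activating the receptor alone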;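 also: compound read alongside a low EC10 to EC30 dose of BAM8-22 agonist; peak minus trough fluorescence over baseline measured at the second addition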
Target sequence (Q96LB2 whole entry, looked up): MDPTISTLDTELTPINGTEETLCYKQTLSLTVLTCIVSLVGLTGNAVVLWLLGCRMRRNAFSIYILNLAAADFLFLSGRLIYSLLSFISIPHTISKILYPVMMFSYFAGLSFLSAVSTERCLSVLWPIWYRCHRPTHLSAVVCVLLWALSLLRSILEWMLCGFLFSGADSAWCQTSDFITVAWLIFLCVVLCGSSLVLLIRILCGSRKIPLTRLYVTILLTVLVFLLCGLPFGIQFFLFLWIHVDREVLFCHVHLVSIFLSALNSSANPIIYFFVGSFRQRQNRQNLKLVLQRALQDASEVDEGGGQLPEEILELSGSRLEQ
MrgX1 antagonist = blocks BAM8-22 activation of human MrgX1 receptor; 310,000 compounds, 1.3% hits; MRGX1-HEK293 calcium flux, Fluo-4, BAM8-22 antagonism; active compounds read low; B-score at 10 µM; AID 588676; Q96LB2;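 active = calcium-response B-score plate-corrected more than 3 library SD below zero, starting fluorescence within 5 deviations, no agonist response on first addition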;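 also: peak minus trough fluorescence over baseline after final BAM8-22 challenge near maximal dose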
ANO1 block = blocks the mouse calcium-activated chloride channel TMEM16A; Q8BHY3; HEK293 TMEM16A/YFP iodide influx fluorescence, ionomycin; normalized B-score (activity score, 25-100; higher = stronger inhibition) at 10 µM; 310,000 compounds, 1.2% hits; AID 588511;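 active = ratio plate-corrected score three or more library SD toward inhibition, starting fluorescence score within five deviations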;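 also: score derived from kinetic fluorescence span divided by baseline fluorescence per well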
MrgX1 ag = activates human MrgX1 receptor signaling; Q96LB2; 310,000 compounds, 0.44% hits; B-score at 10 µM; MrgX1-HEK293 cells, Fluo-4 calcium fluorescence, agonist mode; active compounds read high;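 active = calcium response B-score plate-corrected fluorescence ratio at least 3 library SD, with starting fluorescence B-score inside 5 SD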
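Assay system: stable human MrgX1 HEK293 cell line. Quantity: 15,000 cells per well. Schedule: cells plated overnight, dye loaded 0.5 h 37 °C, 0.5 h room temperature. Detection: Fluo-4 NW calcium-flux fluorescence, kinetic read. Read-out basis: peak-minus-minimum fluorescence over baseline, converted to B scores. Control set: positive and negative control wells on each plate.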
ANO1 activ = activates or potentiates the mouse TMEM16A chloride channel; B-score at 10 µM; HEK293 TMEM16A/YFP-H148Q/I152L, iodide quench fluorescence; active compounds read low; Q8BHY3; 340,000 compounds, 0.3% hits;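 active = fluorescence-ratio B-score plate-corrected deviation score at least 3 library SD below zero, with starting fluorescence score within 5 deviations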;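 also: channel opened by trigger with iodide after compound preincubation; score built on the fluorescence ratio of max minus min over baseline; more negative score means more quench and so TMEM16A activation or potentiation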
TRPC4 block = blocks the mouse TRPC4 cation channel. Q9QUQ5. HEK293 TRPC4beta/mu-opioid, DAMGO-evoked Fluo4 calcium flux; active compounds read low. B-score at 10 µM. 300,000 compounds, 0.39% hits;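 active = B-score over 3 SD under the library average, no early fluorescence shift, positive overall ratio signal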
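material = TRPC4beta/mu-opioid receptor HEK293 cell line | probe or stimulus = sequential submaximal and maximal DAMGO stimulation | compound dosing = one concentration per compound | measured by = Fluo4 Ca2+ flux fluorescence | evaluation = integrated fluorescence ratio relative to baseline, converted to per-well B score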
Active calls of the source: *; i = inactive; . = no result given.

Structure	TRPC6 inhibitor	MrgX1 ag	TRPC6 act	TRPC4 PAM	ANO1 activ	TRPC4 act	SKKanGAS inh	ANO1 block	MrgX1 antagonist	MrgX1 allo act	TRPC4 block
O=C(CNS(=O)(=O)c1ccc([N+](=O)[O-])cc1)N/N=C\c1ccc(O)cc1	i	i	i	12*	i	i	-1.1	i	-6.05*	9.15*	i
COc1cc2c(cc1OC)C(c1cc([N+](=O)[O-])ccc1O)NCC2 (stereo not given)	i	i	i	i	i	i	0.1	i	i	i	i
CCOC(=O)C(C)N1CC(=O)N(c2ccccc2)C1=O (stereo not given)	i	i	i	i	i	i	-3.7	i	i	i	i
Cc1nc(CN2CCN(C(=O)NC3(c4ccccc4)CC3)CC2)cs1	i	i	i	i	i	i	-4.1	i	i	i	i
O=C(COC(=O)/C=C/c1cccs1)Nc1ccccc1Cl	i	i	i	i	i	i	-2.0	i	i	i	i
CCC(CC)C(=O)Nc1cccc(C(=O)Nc2ccc(S(=O)(=O)Nc3ccc(C)cc3)cc2)c1	i	i	i	i	i	i	30.5	i	i	i	i
CC(=O)Nc1ccc(S(=O)(=O)Nc2ccc3c(c2)n(C)c(=O)n3C)c(C)c1	i	i	i	i	i	i	-0.3	i	i	i	i
COc1cc(/C=N/Nc2nc(=O)[nH]nc2C)cc(OC)c1O	i	i	i	i	i	i	-2.6	i	i	i	i
c1ccc(OCCSc2nc3ccccc3[nH]2)cc1	i	i	i	i	i	i	3.1	i	i	i	i
CN(Cc1ccccc1)C(=O)C1CCCN(Cc2cccc(Cl)c2)C1 (stereo not given)	i	i	i	i	i	i	5.9	i	i	i	-8*
COCCNS(=O)(=O)c1ccc(OCC(=O)N2CCc3ccccc3C2)c(Cl)c1	i	i	i	i	i	i	1.0	i	i	i	i
Cc1ccc(C)c(OCCC(=O)NNC(=O)Cn2nc(C)cc2C)c1	i	i	i	i	i	i	-5.7	i	i	i	i
C/C(=N\NC(=O)c1cc(O)ccc1O)c1cccc(NC(=O)c2cccc(Cl)c2)c1	i	i	i	i	i	i	11.6	i	i	i	i
Cc1cc(C)n(-c2ccc(C(=O)NC3CCCCC3)cc2)n1	i	i	i	i	i	i	-1.5	i	i	9.85*	i
CC1(C)Cc2cccc(OCC(=O)Nc3nccs3)c2O1	i	i	i	i	i	i	-10.4	i	i	i	i
CCN(C1CCCCC1)S(=O)(=O)c1ccc(S(=O)(=O)N(CC(=O)Nc2ccccc2)C2CC2)cc1	i	i	i	i	i	i	7.2	i	i	i	i
O=C(O)CN1C(=O)CSc2ccccc21	i	i	i	i	i	i	-1.5	i	i	i	i
COc1ccc(C2Nc3ccccc3C(=O)N2O)cc1CN1CCOCC1 (stereo not given)	i	i	i	i	i	i	4.8	i	i	i	i
C=Cn1ccnc1P(=S)(c1ccc2c(c1)c1ccccc1n2CC)c1nccn1C=C	i	i	i	i	i	i	-1.5	i	i	i	i
CCn1c(CNC(=O)C2CCCCC2)cc2cc(C)ccc21	i	i	i	i	i	i	-1.5	i	i	i	i
COc1c(Br)cc(/C=N/n2c(-c3ccccc3)n[nH]c2=S)c(O)c1Br	i	i	i	i	i	i	10.4	i	i	i	i
CC1CCN(C(=O)C(=O)c2cn(CC(=O)N3CCCC3)c3ccccc23)CC1	i	i	i	i	i	i	8.0	i	i	i	i
CCCSc1ccc([C@H]2N[C@@](C)(C(=O)OC)[C@H]3C(=O)N(C)C(=O)[C@@H]23)cc1	i	i	i	i	i	i	-6.7	i	i	i	i
Cc1ccc(NS(=O)(=O)c2cc3c4c(cccc4c2)C(=O)NC3=O)cc1C	i	i	i	i	i	i	14.4	i	i	i	i
COc1cc(C(=O)Oc2cccc(C)c2)cc(OC)c1OC	i	i	i	i	i	i	15.0	i	i	i	i
COc1ccc(S(=O)(=O)NCC(=O)N(CC(=O)NCC2CCCO2)Cc2ccc(F)cc2)cc1 (stereo not given)	i	i	i	i	i	i	6.4	i	i	i	i
COc1cc(OC)cc(C(=O)Nc2cccc3cccnc23)c1	i	i	i	i	i	i	-6.6	i	i	i	i
CCOC(=O)C1=C(C)N=c2s/c(=C\c3ccc(OCC(=O)O)cc3)c(=O)n2C1c1ccc(OC(C)C)cc1 (stereo not given)	i	i	i	i	i	i	26.3	i	i	i	i
Cc1ccc(C)c(-n2c(Cc3cc(=O)[nH]c(=O)[nH]3)nnc2SCC(=O)NCc2ccco2)c1	.	i	.	.	i	.	.	i	i	i	.
COc1ccccc1N1CCN(C(=O)COc2ccc(S(=O)(=O)NC(C)(C)C)cc2)CC1	i	i	i	i	.	i	-4.8	i	i	i	i
O=C(c1ccc(S(=O)(=O)N2CCCCC2)cc1)N1CCN(c2ccccc2F)CC1	i	i	i	i	i	i	-4.0	i	i	i	i
COc1cc(NC(=S)N2CCN(Cc3ccccc3)CC2)cc(OC)c1	i	i	i	i	i	i	-20.5	i	i	i	i
CC(=O)CC(=O)Nc1ccn(-c2ccccc2)n1	i	i	i	i	i	i	9.6	i	i	i	i
CCc1cc(C=C(Cl)Cl)oc(=O)c1C	i	i	i	i	i	i	-2.3	i	i	i	i
COc1cccc(NC(=O)C2CCC(CNS(=O)(=O)c3ccc4c(c3)CC(C)N4C(C)=O)CC2)c1 (stereo not given)	i	i	i	i	i	i	27.1	i	i	i	i
COc1ccc(-c2cc(C(=O)N3CCOCC3)no2)cc1	i	i	i	i	i	i	-16.0	i	i	i	i
CCOC(=O)C1(Cc2ccccc2C)CCCN(C(=O)c2ccc(COC)o2)C1 (stereo not given)	i	i	i	i	i	i	-6.2	i	i	i	i
CN(CC1CCCN(CCc2ccc(Cl)cc2)C1)C(=O)c1ccco1 (stereo not given)	i	i	i	i	i	i	-0.7	i	i	i	i
O=C(CN1C(=O)CCC1=O)Nc1ccc2c3c(cccc13)CC2	i	i	i	i	i	i	-5.0	i	i	i	i
O=C(c1cc(COc2cccc3cnccc23)on1)N1CCC(c2ccccc2Cl)C1 (stereo not given)	i	i	i	i	i	i	16.9	i	-4.56*	i	i
Cc1ccc(NC(=O)N2CCC(C(=O)Nc3ccc(C)cc3C)CC2)cc1	i	i	i	i	i	i	2.3	i	i	i	i
Cc1cc(C(=O)NCc2cc(C)n(C)n2)sc1-c1ccccc1	i	i	i	i	i	i	1.3	i	i	i	i
O=C(O)C(Cc1ccccc1)N1C(=O)c2cccc3cccc(c23)C1=O (stereo not given)	i	i	i	i	i	i	-0.1	i	i	i	i
O=C(c1cccnc1)N1CCN(C(=O)c2ccco2)CC1	i	i	i	i	i	i	1.8	i	i	i	i
O=C(Nc1ccon1)Nc1cc(Cl)ccc1Cl	i	i	i	i	i	i	-8.8	i	i	i	i
O=C1CC(NS(=O)(=O)c2ccccc2F)CN1c1ccc2c(c1)OCCO2 (stereo not given)	i	i	i	i	i	i	-6.3	i	i	i	i
COc1cc(NC(=O)CSc2c3c(nc4ccccc24)CCC3)cc(OC)c1OC	i	i	i	i	i	i	0.0	i	i	i	i
CC(C)(C)C(=O)Nc1ccc(-c2cnco2)cc1	i	i	i	i	i	i	-15.3	i	i	i	i
CC(C)Oc1ccc(C(CC(=O)O)n2cnnn2)cc1 (stereo not given)	i	i	i	i	i	i	-14.4	i	i	i	i
NC(=O)C1(N2CCCCC2)CCN(c2nc(-c3ccccc3)cs2)CC1	i	i	i	i	i	i	-4.1	i	i	i	i

(more compounds)
Structure	TRPC6 inhibitor	MrgX1 ag	TRPC6 act	TRPC4 PAM	ANO1 activ	TRPC4 act	SKKanGAS inh	ANO1 block	MrgX1 antagonist	MrgX1 allo act	TRPC4 block
Cc1ccc([C@@H]2[C@@H]3C(=O)N(C)C(=O)[C@@H]3[C@]3(C)C(=O)N(CC4CC4)CC(=O)N23)o1	i	i	i	i	i	i	-7.3	i	i	i	i
COc1cc(NC(=O)c2ccccc2[N+](=O)[O-])ccc1NC(=O)C(C)C	i	i	i	i	i	i	7.6	i	i	i	i
O=C(CNC(=O)c1ccccc1Cl)N/N=C/C=C/c1ccccc1	i	i	i	i	i	i	-0.3	i	i	i	i
COc1cc(/C=C2\CCC/C(=C\c3ccc(O)c(OC)c3)C2=O)ccc1O	i	i	i	i	i	i	64.6*	i	-5.74*	i	-6*
Cc1cccc2cc(C#N)c(NCCNC(=O)COc3ccccc3)nc12	i	i	i	i	i	i	-2.7	i	i	i	i
Cc1cccc(C)c1NS(=O)(=O)c1ccc(NC(=O)c2ccc(Cl)c([N+](=O)[O-])c2)cc1	i	i	i	i	i	i	10.6	i	i	i	i
COc1ccc(NC(=O)CN(C)C(=O)c2cc(C)on2)cc1	-5.72*	i	i	i	i	i	-1.3	i	i	i	i
CCOc1ccc(S(=O)(=O)NCCC(=O)Nc2cccc(C(=O)OC)c2)cc1	i	i	i	i	i	i	2.7	i	i	i	i
COc1ccc(CN2CCN(C(=O)C3CCC(CNS(=O)(=O)c4ccc(C)cc4)CC3)CC2)c(OC)c1OC (stereo not given)	i	i	i	i	i	i	-1.8	i	i	i	i
O=C(c1ccc(CS(=O)(=O)c2ccc(Br)cc2)o1)N1CCCC1	i	i	i	i	i	i	-5.3	i	i	i	i
COc1ccc(CNC(=O)C(OC(=O)c2ccco2)c2ccccc2)cc1 (stereo not given)	i	i	i	i	i	i	-1.9	i	i	i	i
CC(C)(C)NC(=O)NCc1ccco1	i	i	i	i	i	i	-1.3	i	i	i	i
O=C(c1ccccc1)[C@H]1[C@H](c2ccccc2)[C@@]2(N=C(c3ccccc3)OC2=O)C2c3ccccc3C=NN21 (stereo not given in full)	i	i	i	i	.	i	4.6	i	i	i	i
O=C1/C(=C/c2cccs2)CCC1C1CCCC1 (stereo not given)	i	i	i	i	i	i	4.6	i	i	i	i
